# MEKK2wt PB1 HTS: modulators of MEK5 binding to wildtype MEKK2, primary screen, biochemical, multiplex bead flow cytometry, Alexa488-MEK5; Alexa488-MEK5 binding to MEKK2 WT; actives lie on both sides; binding response (% of control), % at 10 µM; 290,000 compounds, 1.1% hits; in the data active = binding response below about 67% or above about 130%
# MEKK3 PB1 HTS: modulators of MEKK3-MEK5 PB1 binding, primary screen, biochemical, wildtype MEKK3, multiplex bead flow cytometry, Alexa488-MEK5. Mitogen-activated protein kinase kinase kinase 3 (Homo sapiens), Q99759. binding response (% of control), % at 10 µM. bead-based flow cytometry, Alexa488-MEK5 binding to MEKK3; actives lie on both sides; 0 = blocked by unlabeled MEK5, 100 = vehicle. 290,000 compounds, 1.4% hits;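 active = binding response more than 3 SD above or below the average of its plate-row segment, actives on both sides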;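 note: Alexa488 bead fluorescence after subtracting the streptavidin-only scavenger bead signal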
# GalR3 antagonist: GalR3 antagonists in HEK293 cells, primary screen, cell-based, fluorescence readout. HEK293 GalR3-CNG cAMP membrane potential fluorescence; galR3 body fused to GalR1 C-terminus. inhibition, % at 3 µM. 360,000 compounds, 0.44% hits. AID 651719, 2012;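 active = inhibition above the screen-wide average plus 3 SD, cut at about 13% in these data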;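 note: forskolin and galanin both at EC90 stimulate the cells; cAMP rise reported by CNG channel membrane potential dye signal; 0% = forskolin plus galanin with DMSO and 100% = forskolin alone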
# NALP1 yeast inh: NALP1 inflammasome inhibitors in reconstituted yeast, colorimetric, S. cerevisiae, triplicate retest. 280,000 compounds, 0.61% hits. inhibition, % at 10 µM. AID 2071, 2009. S. cerevisiae NALP1/ASC/caspase-1 growth, X-gal OD620, 72 h; in the data active = inhibition mostly above about 24%, no sharp cut-off; inactive = mostly below about 32%; note: some compounds called inactive have numbers as strong as hits
# GPR7 antagonist: GPR7 receptor antagonists, primary screen, cell-based, fluorescence, single concentration; 290,000 compounds, 1.1% hits; inhibition, % at 4.4 µM; GPR7-expressing cells, fluorescence antagonist assay; AID 1861, 2009; in the data active = inhibition above about 16%, passing the limit was not always enough;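 note: cells stimulated with the agonist NPW; 0% = agonist with vehicle and 100% = vehicle without agonist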
# PHOSPHO1 inh: PubChem AID 1565 | Phosphoethanolamine/phosphocholine phosphatase (Homo sapiens), Q8TCT1 | recombinant PHOSPHO1, absorbance phosphatase assay | inhibition, % at 13.3 µM | 290,000 compounds, 1.1% hits; in the data active = inhibition above about 60%
# Target sequence (Q8TCT1 whole entry, looked up): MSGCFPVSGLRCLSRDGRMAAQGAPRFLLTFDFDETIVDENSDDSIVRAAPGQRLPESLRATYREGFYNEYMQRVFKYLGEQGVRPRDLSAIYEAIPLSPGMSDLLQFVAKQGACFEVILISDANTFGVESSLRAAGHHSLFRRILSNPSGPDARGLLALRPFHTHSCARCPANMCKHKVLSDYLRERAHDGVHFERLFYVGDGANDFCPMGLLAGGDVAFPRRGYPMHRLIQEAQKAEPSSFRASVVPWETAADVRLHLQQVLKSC
# V1aR counter: agonists of human V1a receptor, primary screen, counter-screen for OXTR agonist project, fluorescence, CHO-V1R cells | Vasopressin V1a receptor (Homo sapiens), P37288 | Fluo-8 calcium fluorescence, agonist mode; 0% DMSO, 100% 3 nM vasopressin | activation, % at 3 µM | 320,000 compounds, 0.25% hits | AID 2797, 2010;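 active = activation above the mean activation of all tested compounds plus 3 SD, per screening run, cut at about 20% in these data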;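 note: signal is peak over basal fluorescence ratio across a 100 second FLIPR read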
# Target sequence (P37288 whole entry, looked up): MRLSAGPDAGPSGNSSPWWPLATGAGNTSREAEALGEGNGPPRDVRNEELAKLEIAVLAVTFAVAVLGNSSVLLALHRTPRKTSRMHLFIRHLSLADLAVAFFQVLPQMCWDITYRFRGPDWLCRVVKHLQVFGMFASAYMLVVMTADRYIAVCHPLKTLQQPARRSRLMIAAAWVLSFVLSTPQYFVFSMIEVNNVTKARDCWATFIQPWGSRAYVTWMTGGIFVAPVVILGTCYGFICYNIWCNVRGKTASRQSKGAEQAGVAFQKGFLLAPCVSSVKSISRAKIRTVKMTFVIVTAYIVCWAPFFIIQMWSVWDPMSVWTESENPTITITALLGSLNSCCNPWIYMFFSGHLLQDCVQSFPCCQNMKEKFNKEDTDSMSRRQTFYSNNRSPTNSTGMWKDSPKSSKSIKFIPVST
# OXTR ag: human OXTR agonists, primary screen, fluorescence, CHO-OTR cells, Fluo-8 calcium. Oxytocin receptor (Homo sapiens), P30559. Fluo-8 calcium fluorescence; normalized: DMSO 0%, oxytocin 100%. activation, % at 3 µM. 320,000 compounds, 0.32% hits;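 active = activation above the mean of all tested compounds plus 3 SD, cutoff set per screening run, cut at about 20% in these data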;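 note: peak over basal fluorescence ratio from a 100 s FLIPR kinetic read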
# Target sequence (P30559 whole entry, looked up): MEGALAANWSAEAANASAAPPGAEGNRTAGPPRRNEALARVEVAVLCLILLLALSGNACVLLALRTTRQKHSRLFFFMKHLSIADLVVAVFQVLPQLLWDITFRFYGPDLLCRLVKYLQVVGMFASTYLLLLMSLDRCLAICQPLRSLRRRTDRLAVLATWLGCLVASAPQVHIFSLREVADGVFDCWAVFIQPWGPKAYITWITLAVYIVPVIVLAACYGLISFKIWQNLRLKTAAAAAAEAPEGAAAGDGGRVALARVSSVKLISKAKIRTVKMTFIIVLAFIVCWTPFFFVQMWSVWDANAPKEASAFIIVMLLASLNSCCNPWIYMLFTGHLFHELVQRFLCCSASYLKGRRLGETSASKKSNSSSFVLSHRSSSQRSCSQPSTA
# MEKK2 mut-MEK5: MEK5 binding signal on mutant MEKK2 PB1, primary screen, biochemical, multiplex bead flow cytometry, Alexa488-MEK5; AID 1530, 2009; Alexa488-MEK5 binding to MEKK2 mutant; 290,000 compounds, 0.35% hits; percent response, % at 10 µM; in the data active = percent response above about 24%, passing the limit was not always enough; note: inactives centre near 1; some results filed as inactive read as strong as hits; reference of the scale not given here
# Starred values were filed as active, the others as inactive; . = not tested or not shown. Hits appear at their usual frequency; 5.4% or so of the library scored in one or more.
SMILES,MEKK2wt PB1 HTS,MEKK3 PB1 HTS,GalR3 antagonist,NALP1 yeast inh,GPR7 antagonist,PHOSPHO1 inh,V1aR counter,OXTR ag,MEKK2 mut-MEK5
CCOc1cc(C2NC(=O)CCC2[N+](=O)[O-])cc(Br)c1OCC (configuration not stated),106.0,104.0,-9.8,3.7,-4.7,19.9,1.2,-1.6,5.0
COc1ccc(NC(=O)Cn2nc(Cc3cccnc3)c3ccccc3c2=O)c(OC)c1,90.0,89.0,-3.7,.,13.7,51.4,-0.1,-0.2,-5.0
C[C@H]1C=C(C(=O)N2CCOCC2)O[C@@H](OCc2ccc(CO)cc2)C1,88.0,93.0,-4.9,11.0,-2.3,17.7,0.3,0.5,-11.0
CC(C(=O)Nc1ccccc1C(=O)N1CCCC1)n1nnc2ccccc21 (configuration not stated),102.0,101.0,-7.6,30.3,4.1,29.4,-0.5,-1.2,2.0
O=C(c1ccco1)N(Cc1ccc([N+](=O)[O-])cc1)c1ccc(Br)cc1,90.0,92.0,-2.3,9.9,24.6,-45.1,-0.8,-2.4,-4.0
CN1C(=O)C(CC(=O)Nc2ccc(Cl)cc2)N(Cc2ccco2)C1=S (configuration not stated),97.0,98.0,-4.3,-0.7,6.1,15.3,1.5,1.1,-2.0
COCC(=O)Nc1ccc(Br)cc1,106.0,100.0,-2.4,-1.1,-7.6,8.3,0.2,-0.8,12.0
Cc1ccc(C(=O)NCCCCNC(=O)c2ccc(C)o2)o1,106.0,104.0,0.1,10.9,-9.0,-34.4,0.4,3.2,11.0
OCC1(CC2CCCCO2)CCN(Cc2cccc(O)c2)CC1 (configuration not stated),103.0,102.0,-0.2,6.8,-3.8,42.9,0.7,1.4,2.0
CCc1ccccc1N1C(=O)[C@@H]2Cc3ccccc3CN2C1=O,80.0,78.0,-0.9,16.3,-12.5,1.0,0.9,0.3,-19.0
Cc1cc(C)c2oc(=O)cc(CN3CCC(C)CC3)c2c1,105.0,99.0,-6.4,9.2,2.2,-7.8,-1.1,-0.8,2.0
CCN(CC)CCCNC(=O)c1cn(CC)c2ccc(S(=O)(=O)N3CCc4ccccc4C3)cc2c1=O,98.0,95.0,-4.0,22.1,-5.0,-4.6,-0.6,-0.2,-2.0
CCC(=O)N1CCc2cc(Br)cc(S(=O)(=O)N(C)c3ccc(OC)cc3)c21,101.0,106.0,-12.8,17.1,37.5*,28.0,4.9,2.3,0.0
C/C(=N\NC(=O)C1CC1c1ccccc1)c1cccs1 (configuration not stated),97.0,99.0,-3.5,-1.3,-14.6,27.0,-0.7,0.0,1.0
Cn1c(=O)c2c(nc(Sc3ncnn3CC(=O)N3CCOCC3)n2C)n(C)c1=O,89.0,87.0,-5.7,.,-16.8,17.7,0.9,1.9,-10.0
CNC(=O)CN1C(=O)CSc2nc(C)cc(C)c21,111.0,109.0,-2.0,19.0,3.5,10.4,1.1,0.9,6.0
CNC(=O)CSc1nnc(-c2cccs2)o1,103.0,100.0,-4.1,6.4,4.2,-45.0,-0.2,0.9,1.0
C[C@@H]1C[C@H]2[C@@H]3C[C@H](F)C4=CC(=O)C=C[C@]4(C)[C@@]3(F)[C@@H](O)C[C@]2(C)[C@@]1(O)C(=O)CO,87.0,86.0,0.4,19.6,-8.8,3.5,0.9,1.2,3.0
CN(C)C=Nc1nonc1-c1ncn[nH]1,107.0,103.0,4.5,-5.0,6.2,41.2,0.3,1.1,5.0
CCCCCCn1c(-c2ccco2)nc2oc3cc(OC)ccc3c(=O)c2c1=O,97.0,100.0,-0.7,.,-6.3,-12.8,-0.9,-0.9,1.0
COc1ccc(N(C)S(=O)(=O)c2cccc(C(=O)OCC(=O)Nc3sc4c(c3C#N)CCCCC4)c2)cc1,105.0,104.0,-4.0,15.3,-7.9,-6.8,1.4,-0.3,0.0
CCc1cc2ccc(C)cc2nc1SCC(=O)NC1CCCC1,96.0,98.0,-9.2,15.5,-4.2,37.0,-0.4,0.6,-3.0
CC/C(=N\NC(=O)c1ccc2c(c1)OCO2)C12CC3CC(CC(C3)C1)C2,105.0,106.0,0.1,5.7,6.8,16.8,0.9,-0.1,0.0
Cc1noc(/C=C/N(C)C)c1S(=O)(=O)N1CCCC(C(=O)NCc2cccs2)C1 (configuration not stated),99.0,101.0,.,-20.5,-0.6,6.7,3.5,1.3,5.0
O=C(O)c1ccccc1/C=N/Nc1nc(N2CCCCC2)nc(N2CCCCC2)n1,103.0,104.0,-2.5,3.6,0.6,47.6,-0.6,0.6,-4.0

# The last 2 compounds of the part before are carried over, then new ones follow.
SMILES,MEKK2wt PB1 HTS,MEKK3 PB1 HTS,GalR3 antagonist,NALP1 yeast inh,GPR7 antagonist,PHOSPHO1 inh,V1aR counter,OXTR ag,MEKK2 mut-MEK5
Cc1noc(/C=C/N(C)C)c1S(=O)(=O)N1CCCC(C(=O)NCc2cccs2)C1 (configuration not stated),99.0,101.0,.,-20.5,-0.6,6.7,3.5,1.3,5.0
O=C(O)c1ccccc1/C=N/Nc1nc(N2CCCCC2)nc(N2CCCCC2)n1,103.0,104.0,-2.5,3.6,0.6,47.6,-0.6,0.6,-4.0
CCCN1CCN(CCCNC(=O)Cn2cc3c(n2)CCCC3)CC1,97.0,98.0,-1.1,32.8,-9.7,6.1,0.2,0.3,2.0
Cc1nn(CCCC(=O)NCc2ccco2)c(=O)c2nn(-c3ccccc3)c(C)c12,104.0,103.0,-2.6,21.1,-17.7,26.1,-1.7,-2.3,2.0
CCn1cc(C(=O)O)c(=O)c2cc(F)c(N3CCN(S(=O)(=O)c4ccc(NC(C)=O)cc4)CC3)cc21,98.0,101.0,5.0,31.5,-6.2,-6.2,0.7,-0.6,25.0
Cc1cccc2cc(C3CC(c4ccco4)=NN3S(C)(=O)=O)c(Cl)nc12 (configuration not stated),85.0,94.0,-5.0,9.8,21.9*,-107.1,1.4,0.5,-3.0
O=C(O)CCS(=O)(=O)c1cccc2cccnc12,99.0,101.0,-2.3,.,-4.7,9.7,0.5,0.1,0.0
CC1=NN(C(=O)c2csc(C(C)C)c2)C(O)(C(F)(F)F)C1 (configuration not stated),100.0,99.0,-1.5,14.5,-3.7,-8.8,0.3,-2.3,0.0
C=CCn1c(C)cc(C(=O)COC(=O)C2CC(=O)N(Cc3ccccc3)C2)c1C (configuration not stated),105.0,103.0,-10.6,-24.9,12.7,3.6,0.4,-1.1,2.0
CCCn1c(=N)n(CC(O)COc2cccc(C)c2)c2ccccc21 (configuration not stated),108.0,101.0,-8.0,20.7,7.4,20.2,8.4,16.4,6.0
COCCNC(=O)C1CCC(=O)N1S(=O)(=O)c1ccc(C)cc1 (configuration not stated),103.0,106.0,-8.8,-7.7,0.1,40.3,-0.7,1.1,2.0
Cc1ccc(S(=O)(=O)N2CCN(S(=O)(=O)N(C)C)CC2)c(C)c1,99.0,101.0,-0.7,29.6,-11.5,-8.2,3.6,6.8,-1.0
Cc1ccc(S(=O)(=O)Nc2nc(C)c(C(=O)NNS(=O)(=O)c3cc(C)ccc3C)s2)cc1,99.0,101.0,-3.8,17.9,2.7,12.1,-0.4,-0.5,-1.0
COC(=O)C1=C(C)N(C)C(=O)NC1c1c(OC)ccc2ccccc12 (configuration not stated),101.0,102.0,-9.2,14.3,0.5,7.0,2.1,-0.1,2.0
O=C1c2ccccc2C(Nc2ccc(S(=O)(=O)N3CCCCCC3)cc2)N1c1ccccn1 (configuration not stated),105.0,105.0,.,-8.7,-8.3,52.5,0.2,-0.4,7.0
CCOc1ccc(NC(=O)CCN2CCN(S(=O)(=O)c3ccc(F)cc3)CC2)cc1,100.0,101.0,-7.0,18.7,4.1,10.6,3.3,2.1,2.0
COc1ccc(NC(=O)CSC2CCCCC2)cc1,89.0,88.0,-7.7,27.0,10.0,35.8,0.1,-0.6,-9.0
COCc1ccc(C(=O)N2CCCC(C(=O)c3cccc(C(F)(F)F)c3)C2)o1 (configuration not stated),90.0,96.0,-6.0,-1.5,-19.5,9.7,-0.5,1.1,-1.0
O=C(NCCCCCCNC(=O)c1cncc(O)c1)c1cncc(O)c1,108.0,116.0,-5.1,.,-11.2,38.3,-0.7,0.2,4.0
CCOc1ccc(S(=O)(=O)N2CCC(C(=O)NCc3cccnc3)CC2)cc1Cl,100.0,99.0,-8.0,14.6,14.3,-7.2,1.4,0.9,-2.0
Fc1ccc(NC(=S)N2CCCC(c3ccccc3)=N2)cc1,100.0,101.0,-1.9,-4.0,-11.8,12.2,1.1,-3.5,1.0
N#Cc1c(NCCCO)nc(-c2ccccc2)c2c1CCCC2,108.0,109.0,-2.5,0.1,-3.6,17.2,3.1,-2.8,3.0
COc1ccccc1N1CCN(C(=S)NC(=O)/C=C/c2ccc(F)cc2)CC1,85.0,79.0,-4.0,17.7,-15.3,49.4,-0.5,-2.5,-20.0
COc1cccc(CN(C)Cc2nc(C3CC3)no2)c1,99.0,98.0,-6.9,-5.3,0.0,32.5,-0.3,-0.5,-2.0
CCOC(=O)/C(=N\Nc1cccc(Cl)c1)Sc1nnc(-c2ccc(OC)cc2)n1C,98.0,94.0,-7.1,32.3,-7.0,4.9,0.6,0.2,-2.0
CCOC(=O)c1[nH]c(C)c(C(=O)Nc2ccccc2F)c1C,.,.,-7.3,-47.3,2.3,-2.3,0.1,1.1,.
Cc1c(C)c2ccc(OCC(=O)N3CCC[C@@H]3C(=O)O)c(C)c2oc1=O,101.0,98.0,-0.8,16.7,-4.6,23.9,0.4,0.0,0.0
CCOc1ccc(CCNC(=O)CS(=O)Cc2nc(-c3ccccc3Cl)oc2C)cc1OCC (configuration not stated),106.0,106.0,-2.2,15.0,-11.8,10.0,0.2,-0.8,6.0
CCN(C(=O)C(C)N1C(=O)/C(=C/c2ccco2)SC1=S)C1CCS(=O)(=O)C1 (configuration not stated),92.0,96.0,1.0,11.2,20.5,29.0,1.1,-0.2,-2.0

# 2 compounds picked at random from those above:
SMILES,MEKK2wt PB1 HTS,MEKK3 PB1 HTS,GalR3 antagonist,NALP1 yeast inh,GPR7 antagonist,PHOSPHO1 inh,V1aR counter,OXTR ag,MEKK2 mut-MEK5
O=C(NCCCCCCNC(=O)c1cncc(O)c1)c1cncc(O)c1,108.0,116.0,-5.1,.,-11.2,38.3,-0.7,0.2,4.0
CCc1cc2ccc(C)cc2nc1SCC(=O)NC1CCCC1,96.0,98.0,-9.2,15.5,-4.2,37.0,-0.4,0.6,-3.0

# Another view of some results above:
smiles | MEKK2wt PB1 HTS | MEKK3 PB1 HTS | GalR3 antagonist | NALP1 yeast inh | GPR7 antagonist | PHOSPHO1 inh | V1aR counter | OXTR ag | MEKK2 mut-MEK5
Cc1nn(CCCC(=O)NCc2ccco2)c(=O)c2nn(-c3ccccc3)c(C)c12 | 104.0 | 103.0 | -2.6 | 21.1 | -17.7 | 26.1 | -1.7 | -2.3 | 2.0
CCn1cc(C(=O)O)c(=O)c2cc(F)c(N3CCN(S(=O)(=O)c4ccc(NC(C)=O)cc4)CC3)cc21 | 98.0 | 101.0 | 5.0 | 31.5 | -6.2 | -6.2 | 0.7 | -0.6 | 25.0

# Source: PubChem BioAssay
